S1P4 ag: S1P4 receptor agonists, primary screen, cell-based | Sphingosine 1-phosphate receptor 4 (Homo sapiens), O95977 | S1P4-expressing cell line, agonist reporter assay | activation, % at 4.98 µM | 220,000 tested, 0.35% active | AID 1509, 2009; in the data active = activation above about 11%;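 also: 0% = DMSO vehicle and 100% = reference agonist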
Target sequence (O95977 whole entry, looked up): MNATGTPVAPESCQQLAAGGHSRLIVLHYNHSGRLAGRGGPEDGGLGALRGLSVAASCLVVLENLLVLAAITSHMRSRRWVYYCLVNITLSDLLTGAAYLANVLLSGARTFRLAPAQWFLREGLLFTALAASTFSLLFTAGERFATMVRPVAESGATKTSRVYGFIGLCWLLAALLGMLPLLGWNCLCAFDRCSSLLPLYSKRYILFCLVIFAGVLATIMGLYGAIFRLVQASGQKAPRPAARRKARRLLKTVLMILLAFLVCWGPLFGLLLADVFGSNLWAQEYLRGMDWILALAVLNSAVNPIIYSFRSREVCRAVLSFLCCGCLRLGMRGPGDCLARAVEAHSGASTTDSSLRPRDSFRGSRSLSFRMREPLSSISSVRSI
zfTRPN1 agonist: zebrafish TRPN1 channel agonists, primary screen, cell-based, HEK293, calcium fluorescence | transient receptor potential cation channel N1 (TRPN1/NompC), Danio rerio | HEK293 zebrafish TRPN1-YFP, Fluo-8 calcium fluorescence; 100% = response to 87 µM carbachol | activation, % at 3 µM | 220,000 tested, 0.18% active | AID 1424, 2008;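 active = activation above its plate's cutoff, the mean activation of test wells on that plate plus 3 SD, cut at about 19% in these data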;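 also: 0% = DMSO alone and 100% = 87 µM carbachol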
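Material – zebrafish TRPN1-YFP in HEK293 cells · Doses – 3 µM single point · Schedule – dye 1 h 37 °C plus 30 min RT · Signal – Fluo-8 calcium fluorescence, excitation 470-495 nm, emission 515-575 nm · Read-out – % activation versus carbachol response · Control set – carbachol high, DMSO low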
CHOP inhibitor: inhibitors of CHOP promoter induction, primary screen, cell-based, unfolded protein response, luciferase reporter; CHO-K1 CHOP-promoter luciferase, tunicamycin-induced, 15-18 h; 220,000 tested, 3.8% active; inhibition, % at 10 µM;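 active = compounds that reduced the stress-induced luciferase reporter signal by more than about 70% of percent inhibition, limit read from the data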;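 also: 0% = tunicamycin plus vehicle and 100% = wells without tunicamycin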
NPY Y1 blocker: NPY-Y1 receptor antagonists, primary screen, cell-based; 200,000 tested, 1% active; HEK293-CNG Y1 cells, membrane potential fluorescence; NPY at EC95, then isoproterenol; inhibition, % at 3.6 µM;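 active = inhibition above the campaign mean inhibition of all tested compounds plus 3 SD, cut at about 20% in these data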;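 also: 0% = DMSO wells given NPY plus isoproterenol and 100% = isoproterenol alone without NPY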
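System: HEK293 cells with Y1 receptor plus CNG channel / Probe or stimulus: NPY 25 nM then isoproterenol 1 µM plus Ro 20-1724 25 µM / Compound: one concentration, 3.6 µM, in 0.4% DMSO / Schedule: compound incubation 1 h at room temperature, readout 45 min post-stimulation / Measured by: membrane potential fluorescence / Read-out: % inhibition of NPY effect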
EP2 mod: EP2 receptor modulators, cAMP readout, primary screen, cell-based, HTRF cAMP, PGE2 stimulation; EP2-expressing cells, cAMP HTRF FRET, PGE2 co-stimulation; induction, % at 25 µM; Prostaglandin E2 receptor EP2 subtype (Homo sapiens), P43116; 260,000 tested, 0.83% active;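 active = compounds whose cAMP rise, as percent of the full-agonist control response, exceeds 60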;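 also: rat C6 glioma line stably carrying human EP2 under a CMV promoter; the protocol text gives 20 µM as final concentration; 100% = response of wells given 1 µM PGE2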
S1P4 antag: S1P4 receptor antagonists, primary screen, cell-based; S1P4-expressing cells, antagonist mode, reporter read-out; inhibition, % at 4.98 µM; 220,000 tested, 0.26% active; Sphingosine 1-phosphate receptor 4 (Homo sapiens), O95977; in the data active = inhibition above about 29%;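 also: 0% = wells stimulated with agonist and 100% = vehicle wells without agonist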
TRPML3 ag: human TRPML3 channel agonists, primary screen, cell-based, HEK293 TRPML3-YFP, Fluo-8 calcium fluorescence, 3 µM. Mucolipin-3 (Homo sapiens), Q8TDD5. 100% = the carbachol control signal. activation, % at 3 µM. 220,000 tested, 0.29% active;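 active = activation above its plate's cutoff, the mean activation of the plate's test wells plus 3 SD, cut at about 12% in these data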;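 also: 0% = DMSO only wells and 100% = carbachol wells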
Target sequence (Q8TDD5 whole entry, looked up): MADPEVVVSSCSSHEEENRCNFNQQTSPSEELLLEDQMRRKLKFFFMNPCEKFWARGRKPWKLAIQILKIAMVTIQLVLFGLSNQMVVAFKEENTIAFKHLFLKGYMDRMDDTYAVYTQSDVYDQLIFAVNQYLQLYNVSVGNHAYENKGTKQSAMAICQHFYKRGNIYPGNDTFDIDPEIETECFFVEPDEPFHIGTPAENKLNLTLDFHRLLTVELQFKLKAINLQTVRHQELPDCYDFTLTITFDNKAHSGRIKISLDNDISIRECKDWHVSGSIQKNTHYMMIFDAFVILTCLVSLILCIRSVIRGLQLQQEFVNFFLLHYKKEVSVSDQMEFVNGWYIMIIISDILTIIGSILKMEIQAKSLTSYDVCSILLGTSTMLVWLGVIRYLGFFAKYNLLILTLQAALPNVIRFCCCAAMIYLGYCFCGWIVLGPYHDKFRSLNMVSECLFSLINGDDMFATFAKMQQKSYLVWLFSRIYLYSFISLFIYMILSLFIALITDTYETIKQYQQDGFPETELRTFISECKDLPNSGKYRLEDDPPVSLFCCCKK
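Material: TRPML3-YFP stable HEK293 cells | Dosing: One concentration, 3 µM nominal, 0.3% DMSO | Timing: 125 s total fluorescence read per well | Technique: Fluo-8 calcium dye fluorescence, ex 470-495, em 515-575 nm | Measure: Percent activation from peak-to-basal fluorescence ratio, scaled between DMSO and carbachol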
NPY-Y1 PAM-ag: NPY-Y1 receptor potentiators or agonists, primary screen, cell-based; Neuropeptide Y receptor type 1 (Homo sapiens), P25929; 220,000 tested, 0.37% active; activation, % at 3.6 µM; NPY-Y1 expressing cells, potentiator/agonist activation; AID 1304, 2008; in the data active = activation above about 33%, passing the limit was not always enough;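 also: cells stimulated with NPY at EC10 then isoproterenol at EC100; 0% = low agonist plus stimulus and 100% = saturating agonist plus stimulus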
NPY-Y2 PAM-ag: NPY-Y2 potentiators or agonists, primary screen, cell-based; cells expressing NPY-Y2, potentiator/agonist read-out; activation, % at 3.6 µM; 220,000 tested, 0.45% active; AID 1359, 2008; in the data active = activation above about 27%;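 also: cells stimulated with NPY near EC25 plus isoproterenol at EC100; 0% = vehicle plus submaximal agonist and 100% = vehicle plus saturating agonist; some results beyond the cut were filed as inactive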
Active calls of the source: *; & = joins results of further samples.

Screening CC1=C(C(=O)OCc2ccccc2)C(c2ccc([N+](=O)[O-])cc2)NC(=O)N1CCCCCC(=O)O (stereo not drawn) returned S1P4 ag 1.1, zfTRPN1 agonist 1.7, CHOP inhibitor -5, NPY Y1 blocker -5, EP2 mod 26, S1P4 antag 8, TRPML3 ag 0.8, NPY-Y1 PAM-ag -4 and NPY-Y2 PAM-ag 0.
`CC(=O)c1ccc(OCCCC(=O)NCC(c2ccco2)N(C)C)cc1` (stereo not drawn) gave S1P4 ag 1.8, zfTRPN1 agonist 1.8, CHOP inhibitor -1, NPY Y1 blocker -1, EP2 mod -19, S1P4 antag -6, TRPML3 ag 1.7, NPY-Y1 PAM-ag 7 and NPY-Y2 PAM-ag -8.
`O=C1c2ccccc2C(=O)c2c(Nc3ccc(CCO)cc3)ccc(O)c21` gave S1P4 ag 0.4, zfTRPN1 agonist -2.6, CHOP inhibitor 6, EP2 mod -27, S1P4 antag 1, TRPML3 ag -0.3, NPY-Y1 PAM-ag 121* and NPY-Y2 PAM-ag 117*.
O=C(NCCO)c1ccc(CSc2nc3ccccc3[nH]2)cc1 was read as S1P4 ag 3.0, zfTRPN1 agonist -0.7, CHOP inhibitor 2, NPY Y1 blocker -4, EP2 mod 2, S1P4 antag -12, TRPML3 ag 0.6, NPY-Y1 PAM-ag 4 and NPY-Y2 PAM-ag -8.
For Cc1ccccc1Nc1nc(N)nc(CN2CCN(c3ccccn3)CC2)n1 the results were S1P4 ag 1.4, zfTRPN1 agonist -0.4, CHOP inhibitor -14, NPY Y1 blocker 2, EP2 mod 0, S1P4 antag -36, TRPML3 ag 0.6, NPY-Y1 PAM-ag -23 and NPY-Y2 PAM-ag -7.
For COCCn1c(-c2ccc(OC)cc2)cnc1SCC(=O)Nc1cccc2ccccc12 the results were S1P4 ag 1.3, zfTRPN1 agonist -1.6, CHOP inhibitor 27, NPY Y1 blocker 11, EP2 mod -24, S1P4 antag -10, TRPML3 ag -1.2, NPY-Y1 PAM-ag -13 and NPY-Y2 PAM-ag 0.
`Nc1nonc1-n1nnc(C(=O)N/N=C/c2ccccc2Cl)c1COc1ccc(F)cc1` gave S1P4 ag -0.9, zfTRPN1 agonist 1.1, CHOP inhibitor 35, EP2 mod -19, S1P4 antag -13, TRPML3 ag 0.5, NPY-Y1 PAM-ag -1 and NPY-Y2 PAM-ag 6.
Screening Cc1ccc(C(=O)NCCCc2ccccc2)s1 returned S1P4 ag 1.8, zfTRPN1 agonist 0.1, CHOP inhibitor 18, NPY Y1 blocker 2, EP2 mod -16, S1P4 antag -11, TRPML3 ag -0.1, NPY-Y1 PAM-ag -7 and NPY-Y2 PAM-ag 5.
For CC(OC(=O)c1ccncc1)C(=O)Nc1cccc([N+](=O)[O-])c1 (stereo not drawn) the results were S1P4 ag 0.0, zfTRPN1 agonist -1.9, CHOP inhibitor -11, NPY Y1 blocker 2, EP2 mod -7, S1P4 antag 8, TRPML3 ag 0.6, NPY-Y1 PAM-ag 1 and NPY-Y2 PAM-ag -3.
CCCCCc1n[nH]c2c1CCCC2 was read as S1P4 ag -1.9, zfTRPN1 agonist -1.3, CHOP inhibitor 11, EP2 mod 18, S1P4 antag 9, TRPML3 ag -0.8, NPY-Y1 PAM-ag 7 and NPY-Y2 PAM-ag 14.
Screening Cc1nnc(NC(=O)CSC2=NN3CCCC(=O)N=C3S2)s1 returned S1P4 ag 1.6, zfTRPN1 agonist 1.2, CHOP inhibitor 8, NPY Y1 blocker -3, EP2 mod 25, S1P4 antag -11, TRPML3 ag 0.8, NPY-Y1 PAM-ag 7 and NPY-Y2 PAM-ag 16.
`CCN(CC)C(=O)Oc1c(Cl)cc(Cl)c2cccnc12` gave S1P4 ag -0.5, zfTRPN1 agonist -2.4, CHOP inhibitor 47, NPY Y1 blocker 1, EP2 mod 16, S1P4 antag -2, TRPML3 ag -0.6, NPY-Y1 PAM-ag 9 and NPY-Y2 PAM-ag 9.
For Nc1ccc2c(c1)Oc1ccccc1C=C2 the results were S1P4 ag 10, zfTRPN1 agonist -1.1, CHOP inhibitor -6, NPY Y1 blocker -1, EP2 mod -47, S1P4 antag -1, TRPML3 ag 0.0, NPY-Y1 PAM-ag -11 and NPY-Y2 PAM-ag -4.
For CCOC(=O)c1cc2c(C)n(-c3ccc(N(C)C)cc3)c(C)c2cc(C(=O)OCC)c1=O the results were S1P4 ag 2.4, zfTRPN1 agonist 0.7, CHOP inhibitor 28, NPY Y1 blocker 3, EP2 mod 5, S1P4 antag -7, TRPML3 ag 0.3, NPY-Y1 PAM-ag -4 and NPY-Y2 PAM-ag -5.
For O=C(O)C1CCN(C(=O)NC2CCCCC2)CC1 the results were S1P4 ag 0.6, zfTRPN1 agonist 0.6, CHOP inhibitor 32, NPY Y1 blocker 2, EP2 mod 14, S1P4 antag -5, TRPML3 ag 1.7, NPY-Y1 PAM-ag 0 and NPY-Y2 PAM-ag 20.
CCOc1cc(-c2c(C#N)c(N)nc3c2CCCC3)ccc1O was read as S1P4 ag 0.3, zfTRPN1 agonist -0.4, CHOP inhibitor 31, NPY Y1 blocker 1, EP2 mod 12&13, S1P4 antag -8, TRPML3 ag 0.2, NPY-Y1 PAM-ag 6 and NPY-Y2 PAM-ag -4.
CCc1cc(=O)oc2c(C)c(OS(C)(=O)=O)ccc12 was read as S1P4 ag -1.2, zfTRPN1 agonist 0.9, NPY Y1 blocker 8, S1P4 antag 6, TRPML3 ag 0.8, NPY-Y1 PAM-ag -38 and NPY-Y2 PAM-ag -22.
For Cc1cc(=O)oc2cc(OCC(=O)Nc3ccc(S(=O)(=O)N(C)C)cc3)ccc12 the results were S1P4 ag 0.6, zfTRPN1 agonist 2.4, CHOP inhibitor 20, EP2 mod -6, S1P4 antag 13, TRPML3 ag 0.5, NPY-Y1 PAM-ag -18 and NPY-Y2 PAM-ag -13.
CCN1CCN(c2cc(C)c3cc(NC(=O)Cc4ccc(OC)c(OC)c4)ccc3n2)CC1 was read as S1P4 ag 0.1, zfTRPN1 agonist 1.5, CHOP inhibitor 33, NPY Y1 blocker -1, EP2 mod -10, S1P4 antag 0, TRPML3 ag -0.4, NPY-Y1 PAM-ag 4 and NPY-Y2 PAM-ag 6.
Nc1cc2c(cc1O)CCCC2 was read as S1P4 ag -0.4, zfTRPN1 agonist 1.5, CHOP inhibitor 1, NPY Y1 blocker -2, EP2 mod 6, S1P4 antag -7, TRPML3 ag 0.2, NPY-Y1 PAM-ag 10 and NPY-Y2 PAM-ag -6.

Fetched by structure from the entries so far (two):
Screening Cc1ccc(C(=O)NCCCc2ccccc2)s1 returned S1P4 ag 1.8, zfTRPN1 agonist 0.1, CHOP inhibitor 18, NPY Y1 blocker 2, EP2 mod -16, S1P4 antag -11, TRPML3 ag -0.1, NPY-Y1 PAM-ag -7 and NPY-Y2 PAM-ag 5.
CCc1cc(=O)oc2c(C)c(OS(C)(=O)=O)ccc12 was read as S1P4 ag -1.2, zfTRPN1 agonist 0.9, NPY Y1 blocker 8, S1P4 antag 6, TRPML3 ag 0.8, NPY-Y1 PAM-ag -38 and NPY-Y2 PAM-ag -22.

The listing continues:
`Cc1cccc2cc(C(c3nnnn3CC3CCCO3)N3CCc4ccccc4C3)c(=O)[nH]c12` (stereo not drawn) gave S1P4 ag -0.7, zfTRPN1 agonist 1.0, CHOP inhibitor -28, NPY Y1 blocker -4, EP2 mod 10, S1P4 antag 3, TRPML3 ag 0.5, NPY-Y1 PAM-ag 6 and NPY-Y2 PAM-ag 6.
`COc1cc2c(cc1OC)C(C)N(Cc1ccc3c(c1)OCO3)CC2` (stereo not drawn) gave S1P4 ag -0.2, zfTRPN1 agonist 1.6, CHOP inhibitor -7, NPY Y1 blocker 10, EP2 mod -14, S1P4 antag -10, TRPML3 ag 0.5, NPY-Y1 PAM-ag -8 and NPY-Y2 PAM-ag -7.
COc1nc(NS(=O)(=O)c2ccc(C)cc2)nc(C)c1Cl was read as S1P4 ag -1.1, zfTRPN1 agonist -0.8, CHOP inhibitor 20, NPY Y1 blocker -5, EP2 mod 4, S1P4 antag -15, TRPML3 ag -0.1, NPY-Y1 PAM-ag -6 and NPY-Y2 PAM-ag -8.
COc1ccc(C2CC(c3ccccc3)=NN2C(=S)Nc2ccccc2)cc1 (stereo not drawn) was read as S1P4 ag 0.6, zfTRPN1 agonist -0.3, CHOP inhibitor -1, NPY Y1 blocker -2, EP2 mod -18, S1P4 antag 20, TRPML3 ag 0.8, NPY-Y1 PAM-ag 11 and NPY-Y2 PAM-ag 4.
For CCC(=O)N/N=C/c1ccc(-c2ccc([N+](=O)[O-])cc2)o1 the results were S1P4 ag 1.0, zfTRPN1 agonist 0.8, CHOP inhibitor -2, NPY Y1 blocker 3, EP2 mod 14, S1P4 antag 7, TRPML3 ag 0.1, NPY-Y1 PAM-ag 11 and NPY-Y2 PAM-ag 2.
For Cc1cc(NC(=O)COC(=O)C(Cc2ccccc2)NC(=O)c2ccco2)no1 (stereo not drawn) the results were S1P4 ag 0.6, zfTRPN1 agonist 5.2, CHOP inhibitor -7, NPY Y1 blocker 1, EP2 mod 22, S1P4 antag -8, TRPML3 ag 18*, NPY-Y1 PAM-ag -21 and NPY-Y2 PAM-ag 0.
`Cc1ccccc1Cn1c2ccccc2c2cn[nH]c(=O)c21` gave S1P4 ag -0.1, zfTRPN1 agonist -2.7, CHOP inhibitor 45, NPY Y1 blocker 1, EP2 mod 62*, S1P4 antag 4, TRPML3 ag -0.8, NPY-Y1 PAM-ag -8 and NPY-Y2 PAM-ag -3.
O=C(Cc1c[nH]c2ccccc12)NC1(C(=O)NC2CCCC2)CCCCC1 was read as S1P4 ag -0.8, zfTRPN1 agonist -2.1, CHOP inhibitor 8, NPY Y1 blocker -1, EP2 mod -5, S1P4 antag -8, TRPML3 ag -1.3, NPY-Y1 PAM-ag 0 and NPY-Y2 PAM-ag -6.
`Cc1ccc(N=CC2=C(O)CC(c3ccco3)CC2=O)cc1` (stereo not drawn) gave S1P4 ag -1.1, zfTRPN1 agonist 1.3, CHOP inhibitor 42, NPY Y1 blocker 6, EP2 mod 4, S1P4 antag -3, TRPML3 ag 0.2, NPY-Y1 PAM-ag 7 and NPY-Y2 PAM-ag 10.
Screening O=C(Nc1ccccc1OC(=O)c1ccc(Cl)cc1)c1ccc(Cl)cc1 returned S1P4 ag 0.4, zfTRPN1 agonist 0.2, CHOP inhibitor 57, NPY Y1 blocker 0, EP2 mod 27, S1P4 antag -6, TRPML3 ag 0.7, NPY-Y1 PAM-ag 5 and NPY-Y2 PAM-ag 0.

High-throughput results from PubChem BioAssay.
